TAAR1 antag – human TAAR1 antagonists, primary screen, Fluo-8 calcium fluorescence, CHO RD-HGA16 cells; Trace amine-associated receptor 1 (Homo sapiens), Q96RJ0; antagonist; inhibition, % at 3 µM; 360,000 tested, 1.5% active;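 active = inhibition above a per-plate cutoff, the mean inhibition of test compounds on that plate plus 3 SD, cut at about 49% in these data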;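 also: 0% = DMSO plus EC80 beta-PEA response and 100% = DMSO alone without agonist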
Target sequence (Q96RJ0 whole entry, looked up): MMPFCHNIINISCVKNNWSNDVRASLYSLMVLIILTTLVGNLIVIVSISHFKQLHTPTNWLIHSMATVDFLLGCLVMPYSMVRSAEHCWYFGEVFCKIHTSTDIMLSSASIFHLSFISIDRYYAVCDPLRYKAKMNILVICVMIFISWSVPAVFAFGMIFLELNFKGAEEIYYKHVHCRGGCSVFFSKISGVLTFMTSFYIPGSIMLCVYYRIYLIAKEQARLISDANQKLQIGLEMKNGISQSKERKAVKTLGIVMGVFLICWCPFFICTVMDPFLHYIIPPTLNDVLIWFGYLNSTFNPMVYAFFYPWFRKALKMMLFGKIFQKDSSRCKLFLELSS
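Test system: CHO RD-HGA16 cells bearing hTAAR1 | Reagent: β-PEA, EC80 | Compound dosing: 3 µM, single point | Schedule: Dye loading 75 min at 37 °C, then 30 min room temperature | Signal: Calcium fluorescence with Fluo-8 | Evaluation: Percent inhibition of PEA-evoked calcium signal, max/basal emission ratio | Control set: DMSO-only wells and EC80 β-PEA-stimulated wells | Repeats: Singlicate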
TAAR1 ag – human TAAR1 agonists, primary screen, Fluo-8 calcium fluorescence, CHO RD-HGA16 cells; 360,000 tested, 0.99% active; Trace amine-associated receptor 1 (Homo sapiens), Q96RJ0; activation, % at 3 µM; vehicle wells 0%, saturating PEA agonist 100%; AID 624467, 2012;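 active = activation above the mean activation of all test compounds in the run plus 3 SD, cut at about 38% in these data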
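System: CHO-derived RD-HGA16 cells with stable Gα16 and human TAAR1 / Times: 17-24 h plating, Fluo-8 75 min 37 °C, 30 min RT / Technique: calcium-sensitive Fluo-8 signal, excitation 470-495, emission 515-575 nm / Measure: % activation relative to PEA EC100 response / Benchmarks: DMSO and PEA EC100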
Numbers without * were called inactive.

Fields: TAAR1 antag, TAAR1 ag
> CC(C)[C@H](NC(=O)c1ccco1)C(=O)N1CCC[C@H]1C(=O)NCc1ccccc1
→ 3, 0
> CCCCc1c(-c2ccccc2OC)ncn1Cc1ccccc1
→ 18, 4
> O=C1Nc2ccccc2-n2nnnc2C1N1CCN(c2ccccn2)CC1 (stereo not given)
→ 6, 8
> CCCCCCCCN1C(=O)[C@H](CC(=O)NCCc2ccccc2OC)C[C@@]2(C(=O)OC)CCCCC=C12
→ -7, 51*
> Cc1ccccc1C(=O)NCCN1CCC(n2c(=O)[nH]c3ccccc32)CC1
→ 29, 3
> COc1ccccc1-n1cc(CN2CCc3onc(-c4ccc(Br)cc4)c3C2=O)nn1
→ 15, 0
> COC(=O)[C@H](Cc1ccccc1)N1C[C@@H](N2CCC[C@H]2C)CS1(=O)=O
→ 3, 0
> O=C(NCc1ccccc1)OC1CC2CC1[C@H]1CCCCN1C2=O (stereo not given in full)
→ -4, 2
> COC(=O)c1cc(=O)nc(NN=Cc2ccccc2O)s1
→ 8, 0
> Cc1ccc(S(=O)(=O)N2[C@@H](CO)CO[C@H]2CC(=O)c2cccs2)cc1
→ -21, -1
> Cc1ccc(S(=O)(=O)N2CCC(=O)N([C@H](COCc3cccc(C(F)(F)F)c3)C(C)C)CC2)cc1
→ -5, 1
> CC(=O)CC(=O)O[C@@H]1C=C[C@H](NC(=O)OC(C)(C)C)C1
→ -3, 1
> COC(=O)[C@]12CCCCC=C1N(Cc1ccc3c(c1)OCO3)C(=O)[C@H](CC(=O)N1CCSCC1)C2
→ 67*, 12
> O=C1NC[C@H](Cc2ccc(O)cc2)N(CCc2cc(C(F)(F)F)cc(C(F)(F)F)c2)C1=O
→ -8, 0
> CN(C)c1ccc(C(=O)NCC2CCN(C(=O)C(=O)c3cccs3)CC2)cc1
→ -4, 0
> COCC(=O)N[C@H]1C=C[C@@H](CC(=O)OC)O[C@@H]1CO
→ -9, 3
> CCOC(=O)[C@]12CCC=C1N(Cc1ccco1)C(=O)[C@H](CC(=O)NCc1ccccc1)C2
→ -6, 0
> O=C(OC1CC2CC1[C@H]1CCCCN1C2=O)N1CCC(c2ccccc2)CC1 (stereo not given in full)
→ 1, 6
> COC(=O)c1ccc2nc(-c3ccc(C)cc3)c(CC(C)(C)C)n2c1
→ -20, -2
> CCCNC(=O)C[C@@H]1CC[C@H]2NC[C@H](O)COC[C@@H]2O1
→ -13, 7

Complete entries, looked up by structure. Screens in order: TAAR1 antag | TAAR1 ag
COc1ccccc1-n1cc(CN2CCc3onc(-c4ccc(Br)cc4)c3C2=O)nn1 in the list: 15 | 0
CN(C)c1ccc(C(=O)NCC2CCN(C(=O)C(=O)c3cccs3)CC2)cc1 in the list: -4 | 0

The listing continues.
Fields: TAAR1 antag, TAAR1 ag
> CC1(C(=O)Nc2ccc3c(c2)OCCO3)CN(S(C)(=O)=O)CC(=O)N1CCc1ccccc1 (stereo not given)
→ -25, 17
> Cc1cccc(N2O[C@H]3C=C[C@@H]2C3)n1
→ 3, 0
> COc1ccc(N2C[C@@]3(O)CC[C@@H](O)[C@@H](OC)[C@@H]3[C@@](C)(O)[C@@H]2CC=C(C)C)cc1
→ -10, 1
> Cc1cc(C)n2c(Nc3ccc4c(c3)OCCO4)c(CC(C)C)nc2n1
→ -47, 3
> C#CCNC(=O)C[C@@H]1C[C@@]2(C(=O)OCC)CCC=C2N(Cc2ccc(Cl)cc2Cl)C1=O
→ -19, -2
> CC(C)c1cc(C(=O)NCc2ccc(F)cc2)c(N)s1
→ -9, -1
> CCCCCCCCN1C(=O)[C@H](CC(=O)N2CCN(C(=O)OCC)CC2)C[C@@]2(C(=O)OCC)CCCC=C12
→ -45, -3
> O=C(C[C@@H]1CC[C@H](NS(=O)(=O)c2ccccc2F)[C@@H](CO)O1)NCCCN1CCOCC1
→ -1, 4
> O=C(NC1CCCC1)C(C1CC1)n1c(-c2ccnc3ccccc23)nc2ccccc21 (stereo not given)
→ -1, 7
> O=[N+]([O-])c1ccc2c(c1)CCCO[C@]21O[C@H](CCO)C[C@H](O)[C@H]1O
→ -6, 0
> COc1cccc(CNC(=O)[C@H]2CCCN2)c1
→ -4, 1
> COC(=O)c1cc(=O)nc(NN=Cc2ccccc2)s1
→ 12, 0
> CC(C)S(=O)(=O)N[C@@H]1c2cc3c(cc2[C@H](c2ccccc2)[C@H]1C)OCO3
→ 9, 15
> O=C(c1ccc2c(c1)C(=O)NC2=O)c1ccc2c(c1)C(=O)NC2=O
→ 5, 5
> CC(C)(C)c1ccc(SC2=C[C@@]3(O)CC[C@@H](O)[C@@](Sc4ccc(C(C)(C)C)cc4)(C2=O)[C@H]3O)cc1
→ 73*, 4
> CSc1n[nH]c(-c2cccs2)n1
→ 4, -1
> CCOC(=O)C1=C(C(=O)OCC)C2N(Cc3ccc(C#N)cc3)c3ccccc3[C@@]23C[C@@H](C(=O)OC)N(S(=O)(=O)c2c(C)noc2C)C3=N1 (stereo not given in full)
→ 7, 0
> COCCCN1C(=O)C(CC(=O)NCc2cccs2)CC(C(=O)N2CCCCCC2)=C1C (stereo not given)
→ -5, 0
> Cc1cc2c(c(=O)o1)[C@@]1(C(=O)N(C)c3cccc(Br)c31)C1=C(CCCC1=O)O2
→ -22, 2
> Nc1c(-c2ccc(F)c(F)c2)nc2ncccn12
→ 6, 1

An excerpt taken from the entries so far, as a working copy:
Fields: TAAR1 antag, TAAR1 ag
> CCOC(=O)C1=C(C(=O)OCC)C2N(Cc3ccc(C#N)cc3)c3ccccc3[C@@]23C[C@@H](C(=O)OC)N(S(=O)(=O)c2c(C)noc2C)C3=N1 (stereo not given in full)
→ 7, 0
> COCCCN1C(=O)C(CC(=O)NCc2cccs2)CC(C(=O)N2CCCCCC2)=C1C (stereo not given)
→ -5, 0
> Cc1cc2c(c(=O)o1)[C@@]1(C(=O)N(C)c3cccc(Br)c31)C1=C(CCCC1=O)O2
→ -22, 2
> Nc1c(-c2ccc(F)c(F)c2)nc2ncccn12
→ 6, 1

(more compounds)
Fields: TAAR1 antag, TAAR1 ag
> COc1ccc(NC(=O)C(c2ccc(OC)cc2)n2c(=O)c(-c3ccco3)nc3ccccc32)cc1 (stereo not given)
→ -12, 1
> COc1cccc(NC(=O)N(C)C[C@H]2OCc3cn(nn3)CCCC(=O)N([C@H](C)CO)C[C@@H]2C)c1
→ 15, 3
> COc1cccc(C(=O)N[C@H](C(=O)N2CCC[C@H]2C(=O)NCCc2ccccc2Cl)C2CCCCC2)c1
→ 55*, 52*
> CC(C)C[C@@H]1COc2cccc(N3CCCC3)c2S(=O)(=O)N1
→ 8, -1
> COc1cc2cc(OC(C)=O)c3cc4c(cc3c2c(OC)c1OC)OCO4
→ -7, 2
> CCC(c1nc2ccccc2[nH]1)n1c(-c2ccc3ccccc3c2)nc2ccccc21 (stereo not given)
→ -13, 0
> C#CCNC[C@@H]1CSCCS(=O)(=O)N1
→ 0, 3
> COc1ccc(Nc2c(-c3ccc(F)cc3)nc3nc(C)cc(C)n23)cc1
→ -8, -3
> OC(c1ccccc1)(c1ccccc1)C1CCN(CCCOc2ccc(-c3cncnc3)cc2)CC1
→ 18, 29
> C[C@H]1CN(S(=O)(=O)C(C)(C)C)[C@@H](CCO)/C1=C\CCO
→ -11, 2
> O=C(Nc1ccc2c(c1)OCCO2)C(c1ccc(C(F)(F)F)cc1)n1c(=O)c(-c2cc3ccccc3[nH]2)nc2ccccc21 (stereo not given)
→ -15, 4
> CCC1OC(C)Cc2[nH][nH]c(=O)c21 (stereo not given)
→ -17, 2
> C[C@@H]1CN([C@H](C)CO)C(=O)CCCn2cc(nn2)CO[C@H]1CN(C)S(=O)(=O)c1cn(C)cn1
→ -7, 7
> COc1ccc(-c2oc3c(c2C(=O)OCCCO)C(OCCCCCO)CCC3)cc1 (stereo not given)
→ 0, 0
> Cc1cccc(C)c1NC(=O)C(c1ccnc2ccccc12)n1c(=O)c(-c2ccccc2)nc2ccccc21 (stereo not given)
→ -52, 3
> CC(C)C[C@@H](NC(=O)OC(C)(C)C)C(=O)N1O[C@]23C=C[C@]14C[C@@H](O)CC[C@]4(C)C2CC[C@]1(C)[C@@H]([C@H](C)/C=C/[C@H](C)C(C)C)CC[C@H]13 (stereo not given in full)
→ -15, 0
> CC(C)NC(=O)C1C(c2ccc(C(F)(F)F)cc2)=Nc2ccccc2N1C(=O)c1ccccc1 (stereo not given)
→ -28, 3
> COc1ccccc1CCn1cnc(-c2ccc(Br)cc2)c1CC(C)C
→ 71*, 65*
> COC(=O)[C@@]12C[C@@H](CC(=O)NCC34CC5CC(CC(C5)C3)C4)C(=O)N(Cc3ccc4c(c3)OCO4)C1=CCC(C)(C)C2
→ -9, -1
> CN1CCN(c2ccc3c(c2)OC[C@@H](Cc2ccccc2)NS3(=O)=O)CC1
→ 1, 2
> C=CCN1C(=O)c2n[nH]c(COC)c2C1c1cccc(C(F)(F)F)c1 (stereo not given)
→ -13, 1
> O=S1(=O)N[C@@H](Cc2ccccc2)COc2cccc(N3CCCC3)c21
→ 4, 8
> COc1cccc(CNC(=O)[C@@H]2CCCN2)c1
→ 19, -1
> CCCCc1c(-c2ccccc2OC)ncn1Cc1ccc(Cl)cc1Cl
→ -14, 4
> CCCCCCCCN1CC(Cc2cc3ccccc3c3ccccc23)N(c2ccccc2)c2ccccc2C1=O (stereo not given)
→ -4, 0
> O=C1Nc2ccccc2N(C(=O)c2ccc3ccccc3c2)C1c1nc2ccccc2[nH]1 (stereo not given)
→ 0, 4
> O=C(/C=C(\Nc1cccc(C(F)(F)F)c1)c1ccccc1)c1ccccc1
→ -24, 0
> O=C(C[n+]1cccc(/C=N/O)c1)NC(=O)Nc1ccccc1
→ -19, 2
> Cc1cc2c(nc1C)CCCN2S(=O)(=O)c1ccc(C#N)cc1
→ -4, 1
> COC(=O)C1=C(C)N(Cc2cccc(C(F)(F)F)c2)C(=NCc2cccc(C(F)(F)F)c2)NC1c1ccc(Cl)cc1 (stereo not given)
→ 6, 11
> CCSc1n[nH]c(=O)n1C
→ -36, 1
> COc1ccc(-c2ccc(-c3noc(-c4ccc(OC)c(OC)c4)n3)c(OC)n2)cc1
→ -2, 2
> CCOC(=O)C1=CCN(S(=O)(=O)c2ccc(Cl)cc2)C1c1cccc(F)c1 (stereo not given)
→ 21, 3
> COC(=O)c1ccc2nc(-c3ccco3)c(Cc3ccccc3C(F)(F)F)n2c1
→ -33, 10
> C[C@H](CO)N1C[C@H](C)[C@H](CN(C)Cc2cccc(F)c2)Oc2ncc(C3=CCCC3)cc2C1=O
→ -14, 0
> C=CCCC(=O)N1C[C@H]2CCN(C)[C@H]2C[C@H]1c1ccccc1Br
→ -4, -1
> O=C(NCc1ccc(F)cc1F)[C@@H]1CCCN1C(=O)[C@@H]1CCCN1C(=O)c1ccccc1
→ -5, 2
> C#CCOc1ccccc1C(=O)NNc1ccc([N+](=O)[O-])cc1[N+](=O)[O-]
→ 19, 2
> O=C(N[C@H](C(=O)N1CCC[C@H]1C(=O)NC1CCCC1)C1CCCCC1)c1ccccc1
→ 3, 1
> O=C(C(=O)N1CCN(C(=O)c2ccco2)CC1)c1ccccc1
→ -8, 0
> COc1ccc(Cn2cc(CN3CC(N4CCN(CCN(C)C)CC4)CS3(=O)=O)nn2)cc1 (stereo not given)
→ 0, 2
> COCC(=O)N1C[C@H]2CON(C)[C@H]2C[C@H]1c1cccc(-c2cc(Cl)cc(Cl)c2)c1
→ -9, 6
> O=C(NC1CCCC1)C1c2ccccc2OCC(=O)N1C1CC1 (stereo not given)
→ 11, 0
> CCCCS(=O)(=O)NCC1CCN(C(=O)C(=O)c2cc3ccccc3o2)CC1
→ -9, -1
> COc1cccc(C2NC(=S)N(Cc3ccc(Br)cc3)C(C)=C2C(C)=O)c1 (stereo not given)
→ 19, 1
> C=CCN1C(=O)c2n[nH]c(C(C)C)c2C1c1ccccc1 (stereo not given)
→ 6, -2
> CCNC(=O)c1cc2c(c(-c3cccc(-c4ccccc4F)c3)n1)[C@@H](CCO)N(C(=O)CC)C2
→ -2, 5
> N#Cc1ccc(C(C(=O)NC2CCCCC2)n2c(=O)c(-c3ccccc3)nc3ccccc32)cc1 (stereo not given)
→ -30, 0
> O=c1[nH][nH]c2c1[C@H](c1ccc(F)cc1)O[C@H](CCC(F)(F)F)C2
→ -21, 4
> O=C(NCc1ccccc1)[C@@H]1CCCN1C(=O)[C@@H](NS(=O)(=O)c1ccc(F)cc1F)c1ccccc1
→ -20, 0
> COc1ccc(N)cc1CN1CCN(c2ncc(Cc3ccccc3)cn2)CC1
→ -8, 1
> COC(=O)C1=C(C)N(Cc2ccccc2C(F)(F)F)C(=NCc2cc(OC)c(OC)c(OC)c2)NC1c1cccc(F)c1 (stereo not given)
→ -4, 10
> COC(=O)C1CCN(C2CN(Cc3cn(Cc4ccc(C(F)(F)F)cc4)nn3)S(=O)(=O)C2)CC1 (stereo not given)
→ -7, 6
> O=C(C(=O)N1CCC(CNS(=O)(=O)c2ccc(F)cc2)CC1)c1cccs1
→ -7, 4
> Cc1cc(C)c(O)c(C(=O)CC2CC(=O)NC(=O)C2)c1
→ 10, 0
> COc1ccc(-c2ccc3c(n2)CCCN3Cc2ccccc2C(F)(F)F)cc1
→ -26, -1
> COC(=O)C(C(=O)OC)c1ccccc1NC(=O)OCc1ccccc1
→ 1, 0
> CSCCC(c1nc2ccccc2[nH]1)n1c(-c2cc(C(F)(F)F)cc(C(F)(F)F)c2)nc2ccccc21 (stereo not given)
→ 4, -2
> COC(=O)C1=C(C(=O)OC)C2C=C(C(C)C)C1C(=O)C2(C)O (stereo not given)
→ -37, 2

An excerpt, so the mix of outcomes need not match the whole.
